# ssDAF-12 act – S. stercoralis DAF-12 nuclear receptor activators, primary screen, cell-based, luminescence, HEK293, GRIP1 co-expression, lit1-tk-luc; activation, % at 6.8 µM; 370,000 compounds, 1% hits; AID 652126, 2013; HEK293 ssDAF-12/GRIP1 lit1-tk-luc reporter; % of 3 µM dafachronic acid response;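 active = activation above the mean over all tested compounds plus 3 SD, cut at about 0.9% in these data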;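 note: 0% = DMSO-only wells and 100% = 3 µM delta7-dafachronic acid wells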
# GAA850 FXN act – FXN promoter activators, primary screen, cell-based, luciferase luminescence, HEK293 lucGAA850; 360,000 compounds, 0.56% hits; AID 540364, 2011; activation, % at 6 µM; HEK293 lucGAA850 FXN promoter luciferase reporter, 24 h; percent of 10 µM SAHA response;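 active = activation above the average of all compounds screened plus 3 SD, cutoff fixed separately per campaign, cut at about 7.5% in these data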;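 note: 0% = DMSO wells and 100% = 10 µM SAHA wells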
# ADAM10 inh – human ADAM10 inhibitors, primary screen, biochemical, QFRET, HTS; Disintegrin and metalloproteinase domain-containing protein 10 (Homo sapiens), O14672; recombinant ADAM10, EDANS/DABCYL FRET peptide cleavage, 3 h; inhibition, % at 7 µM; 370,000 compounds, 0.62% hits; AID 720582, 2013;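 active = inhibition above a per-campaign cutoff equal to the mean of compounds falling between control-based bounds plus 3 SD, cut at about 20% in these data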;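 note: 0% = DMSO wells while the 100% control is not disclosed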
# hgDAF-12 ag – H. glycines DAF-12 receptor agonists, primary screen, cell-based, luminescence, HEK293, GAL4 fusion, UAS-luciferase; Nuclear hormone receptor DAF-12 (Heterodera glycines), GAL4 fusion; HEK293 GAL4-hgDAF12 UAS-luciferase reporter, agonist luminescence; normalized to butyrate control; activation, % at 6.8 µM; 370,000 compounds, 1.8% hits;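 active = activation above a cutoff set at the mean of all screened compounds plus 3 SD, cut at about 10% in these data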;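 note: 0% = DMSO wells and 100% = sodium butyrate wells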
# hcDAF-12 act – H. contortus DAF-12 nuclear receptor activators, primary screen, cell-based, luminescence, HEK293, lit1-tk-luc reporter | activation, % at 6.8 µM | HEK293 hcDAF-12 lit1-tk-luc reporter; 0% DMSO, 100% Δ7-dafachronic acid | 370,000 compounds, 1.4% hits;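 active = activation above the mean of all tested compounds plus 3 SD, cut at about 5.5% in these data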;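 note: 100% = response to 3 µM Δ7-dafachronic acid high control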
# NPR1 activator – GC-A stimulated cGMP production enhancers – HEK293 GC-A cells, cGMP TR-FRET, EC30 ANP, primary screen; Atrial natriuretic peptide receptor 1 (Homo sapiens), P16066; activation, % at 10 µM; 370,000 compounds, 0.14% hits; 0% at EC30 ANP, 100% saturating ANP; in the data active = activation above about 40%
# sPLA2-III inh – human group III sPLA2 inhibitors, primary screen, biochemical, QFRET, BODIPY PC-A2 liposome substrate. Group 3 secretory phospholipase A2 (Homo sapiens), Q9NZ20. QFRET BODIPY PC-A2 liposome hydrolysis, fluorescence. inhibition, % at 12.2 µM. 370,000 compounds, 0.56% hits;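 active = inhibition above mean plus 3 SD of compounds lying within the high and low control bounds, cut at about 19% in these data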;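 note: 0% = median of test compound wells and 100% = no enzyme DMSO wells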
# Target sequence (Q9NZ20 whole entry, looked up): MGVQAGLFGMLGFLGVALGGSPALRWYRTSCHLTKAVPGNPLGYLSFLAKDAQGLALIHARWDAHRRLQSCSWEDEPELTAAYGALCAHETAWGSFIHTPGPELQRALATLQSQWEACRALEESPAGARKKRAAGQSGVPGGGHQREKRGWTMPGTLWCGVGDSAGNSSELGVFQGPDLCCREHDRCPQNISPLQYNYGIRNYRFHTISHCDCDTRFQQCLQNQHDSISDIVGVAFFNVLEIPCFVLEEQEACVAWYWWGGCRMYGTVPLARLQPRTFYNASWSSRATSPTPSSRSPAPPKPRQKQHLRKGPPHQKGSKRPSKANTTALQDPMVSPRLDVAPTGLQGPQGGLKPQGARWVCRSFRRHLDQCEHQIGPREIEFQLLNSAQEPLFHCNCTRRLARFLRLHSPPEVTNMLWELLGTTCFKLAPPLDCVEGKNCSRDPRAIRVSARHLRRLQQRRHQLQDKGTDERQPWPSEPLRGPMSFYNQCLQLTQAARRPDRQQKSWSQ
# GC-B act – human GC-B receptor activators, primary screen, HEK293 GC-B cells, cGMP TR-FRET, EC30 CNP. Atrial natriuretic peptide receptor 2 (Homo sapiens), P20594. 0% at EC30 CNP, 100% saturating CNP. activation, % at 10 µM. 370,000 compounds, 0.11% hits;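 active = activation at 10 µM reaching about 35% in either raw or pattern-adjusted values, limit read from the data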
# DAX1 inh-1 – DAX1 (NR0B1) inhibitors on StAR promoter, primary screen, cell-based, luminescence, SF-1 (NR5A1), full-length DAX-1; inhibition, % at 6.8 µM; AID 652010, 2013; HEK293T StAR-luciferase reporter, SF-1/DAX-1 repression relief; 370,000 compounds, 1.1% hits;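 active = inhibition above the mean over all tested compounds plus 3 SD, cut at about 3.6% in these data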;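 note: 0% = DAX-1 cells with DMSO and 100% = cells lacking DAX-1 with DMSO; higher inhibition means more luminescence from relief of DAX-1 repression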
# DAX1 inh-2 – DAX1 (NR0B1) inhibitors, primary screen, cell-based, HEK293, Gal4-DAX1, luciferase luminescence; Nuclear receptor subfamily 0 group B member 1 (Homo sapiens), P51843; AID 504766, 2011; HEK293 Gal4-DAX1 luciferase reporter; inhibition, % at 6.75 µM; 340,000 compounds, 0.99% hits;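 active = inhibition above the mean over all tested compounds plus 3 SD, cut at about 4.2% in these data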;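 note: 0% = DAX1-transfected cells with DMSO and 100% = empty-vector control cells with DMSO; inhibition shows as a rise in luminescence from relieved DAX1 repression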
# Target sequence (P51843 207-470 limits assumed): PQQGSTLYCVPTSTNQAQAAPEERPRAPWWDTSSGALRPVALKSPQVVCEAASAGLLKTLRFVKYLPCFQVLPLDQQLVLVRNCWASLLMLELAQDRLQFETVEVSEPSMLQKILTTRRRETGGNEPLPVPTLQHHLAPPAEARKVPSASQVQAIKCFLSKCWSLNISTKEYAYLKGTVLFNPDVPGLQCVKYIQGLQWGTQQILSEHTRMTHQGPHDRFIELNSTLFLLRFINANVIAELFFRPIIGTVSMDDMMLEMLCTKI
# SMARCA2 act – SMARCA2 (BRM) function activators, primary screen, cell-based, luminescence, high throughput | MG213 cells, MMTV-luciferase reporter, dexamethasone, overnight | activation, % at 9.1 µM | 370,000 compounds, 1% hits; in the data active = activation above about 7.8%;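 note: 0% = vehicle wells and 100% = reference activator wells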
# The depositor's hits bear a star; nt = not tested or not shown; & = joins results of further samples; ! = a repeat was not active.
SMILES,ssDAF-12 act,GAA850 FXN act,ADAM10 inh,hgDAF-12 ag,hcDAF-12 act,NPR1 activator,sPLA2-III inh,GC-B act,DAX1 inh-1,DAX1 inh-2,SMARCA2 act
COc1cc([N+](=O)[O-])ccc1NC(=O)CN1CCc2cc(OC)c(OC)cc2C1,-1.3,2.6,-139,-1.8,-2.4,-7,-5,1,-0.5,-0.6,-1
Cc1cccn2c(=O)c(/C=C(\C#N)C(N)=O)c(Oc3ccccc3)nc12,-1.0,0.8,-118,2.4,-0.6,4,-6,-7,0.1,-0.8,-2
O=C(Nc1ccc(Cl)c(Cl)c1)c1ccccc1NC(=O)C1CC=CCC1C(=O)O (centres undefined),0.0,2.6,-59,16*,3.0,-6,-10,5,9.1*,2.0,3
Cn1c(CN2CCC(C(N)=O)CC2)c(C#N)c2ccccc21,-0.8,2.4,-7,-0.2,-1.5,7,5,11,0.3,0.4,0
C#CCN(C(=O)c1ccc(OC2CCN(C(=O)CCOC)CC2)cc1)C1CCCCC1,-1.8,0.1,10,-0.4,-2.0,-5,-3,-4,-0.2,-2.8,-3
COCCN1CCN(Cc2nc(C3(c4ccc(C)cc4)CCCC3)no2)CC1,-1.1,1.4,1,2.9,-0.3,0,-2,4,1.1,0.1,0
Oc1c(C=C2N=c3ccccc3=N2)sc(=S)n1C1CCCCC1,-1.3&0.3,2.3&1.4,2&-12,-2.8&2.7,-0.3&0.8,-1&-8,20*!,1&-7,0.9&-0.3,0.6&-0.3,0&-2
Cc1ccc(N2CCN(S(=O)(=O)N3CCCCC3)CC2)cc1Cl,-1.5,0.8,0,-1.1,-1.4,0,2,3,0.0,-0.2,-2
N=C(SC1CC(=O)N(c2ccc(F)cc2)C1=O)N1N=C(c2ccccc2)CC1c1ccccc1 (centres undefined),-1.2,0.7,0,-5.2,0.4,-11,-3,-9,1.1,-0.3,3
COc1ccc(NC(=O)NS(=O)(=O)c2ccc(C)cc2)c(OC)c1,-0.6,-3.1,-1,-1.2,-1.8,-5,-5,3,0.6,0.4,-3
N#Cc1cccc(N=c2ssnc2Cl)c1,-1.4,nt,-6,-1.6,-0.8,-4,10,8,-0.4,nt,1
CCN(Cc1ccccc1)CC(O)COC(c1ccc(OC)cc1)c1ccc(OC)cc1 (centres undefined),-1.1,-2.7,4,0.4,-2.7,-16,-3,-4,0.4,2.9,-1
COc1cccc(CNCCO)c1OCc1ccccc1Cl,-1.4,-0.6,5,-2.6,-3.3,-5,-1,-4,-0.1,-0.5,-4
CC(c1ccco1)N(C(=O)COc1ccc(Cl)cc1Cl)c1ccccn1 (centres undefined),-0.9,-0.1,1,8.7,3.9,-4,-10,-1,3.2,-1.7,1
COc1ccc(CNCC(=O)Nc2sccc2C#N)cc1,-1.2,nt,5,3.7,-1.9,1,3,0,-0.2,nt,1

# Reprinted from the part before: 5 compounds; new compounds follow.
SMILES,ssDAF-12 act,GAA850 FXN act,ADAM10 inh,hgDAF-12 ag,hcDAF-12 act,NPR1 activator,sPLA2-III inh,GC-B act,DAX1 inh-1,DAX1 inh-2,SMARCA2 act
N#Cc1cccc(N=c2ssnc2Cl)c1,-1.4,nt,-6,-1.6,-0.8,-4,10,8,-0.4,nt,1
CCN(Cc1ccccc1)CC(O)COC(c1ccc(OC)cc1)c1ccc(OC)cc1 (centres undefined),-1.1,-2.7,4,0.4,-2.7,-16,-3,-4,0.4,2.9,-1
COc1cccc(CNCCO)c1OCc1ccccc1Cl,-1.4,-0.6,5,-2.6,-3.3,-5,-1,-4,-0.1,-0.5,-4
CC(c1ccco1)N(C(=O)COc1ccc(Cl)cc1Cl)c1ccccn1 (centres undefined),-0.9,-0.1,1,8.7,3.9,-4,-10,-1,3.2,-1.7,1
COc1ccc(CNCC(=O)Nc2sccc2C#N)cc1,-1.2,nt,5,3.7,-1.9,1,3,0,-0.2,nt,1
CC1CCC(=O)N(CCOc2ccccc2)CC1 (centres undefined),-1.4,2.4,-3,2.5,0.2,2,6,0,-0.4,1.6,1
CC(=O)Nc1ccc(S(=O)(=O)NCCNS(=O)(=O)c2ccc(NC(C)=O)cc2)cc1,-1.9,0.5,0,-2.1,-0.9,0,-3,2,0.1,0.8,-2
Cc1nc(-c2ccc(NS(=O)(=O)c3ccccc3)cc2)cs1,-0.7,1.5,6,-3.0,1.5,4,-20,-7,0.5,2.0,-1
CS(=O)(=O)N1CCN(C(=O)C(Sc2ccccc2)c2ccccc2)CC1 (centres undefined),-1.0,-3.2,-45,-0.8,-1.6,0,-3,1,-0.3,-0.2,-1
COc1ccc(OC(=O)c2c(C)nn(-c3ccccc3)c2C)cc1,0.0,3.4,0,2.8,2.7,-1,-8,-4,0.7,1.4,2
Nc1c(N(CCCO)C(=O)C2CCCC2)c(=O)[nH]c(=O)n1Cc1ccccc1,-0.9,-2.4,-12,2.4,-0.4,-1,9,6,0.0,0.5,-2
CC(C)OC(=O)C1OC1(C)c1ccccc1 (centres undefined),-0.4,2.5,-14,1.0,-0.5,2,6,0,-0.8,1.6,1
O=S(=O)(Oc1ccccc1)c1ccc(Cl)c(Cl)c1,-0.9,2.4,-7,3.8,-0.4,-3,3,-2,-0.5,-0.2,-1
CCNC(=S)N=Nc1c(O)n(Cc2ccc(Cl)cc2)c2ccccc12,-0.6,4.1,1,-0.7,1.0,4,3,0,0.7,-1.2,-3
Cc1cc2c3c(c1)C1(C(=O)N3C(C)(C)CC2C)C(C#N)=C(N)Oc2n[nH]c(C)c21 (centres undefined),-1.7,-2.1,1,-1.9,0.0,-9,-4,-8,-0.8,-0.7,-1
COc1ccc(CNCCC(c2ccc(F)cc2)c2ccc(OC(C)C)cc2)cc1OC (centres undefined),-0.7,-2.1,13,2.9,-0.2,-9,-10,6,1.1,-0.4,-1
CC(C)Cn1cnc2c1c(=O)n(CC(=O)Nc1ccc3c(c1)OCO3)c(=O)n2Cc1ccccc1,-1.2,-2.8,-3,-4.3,-1.9,7,-4,14,0.1,-0.3,-3
Cc1cccc(CCNS(=O)(=O)c2ccc(S(=O)(=O)N3CCC(C)CC3)cc2)c1,-0.2,-1.4,9,1.1,-0.6,4,-4,-2,0.3,1.6,-5
Cc1cc(C)n(C(=O)CNC(=O)/C=C/c2ccccc2)n1,-1.4,1.2,-6,-1.3,0.1,-4,2,7,-0.2,0.3,2
O=C(CC1CCCC1)NCCS(=O)(=O)N1CCN(c2ccccc2)CC1,-1.8,-1.6,4,-2.9,-0.7,1,4,-3,-1.9,0.3,-7
O=C(NC12CC3CC(CC(C3)C1)C2)OCCNC1CCCCC1,-0.7,15*,-6,-1.2,0.6,6,8,-1,-0.3,0.3,-3
COC(=O)c1ccc(C(=O)N2CCCCCC2(C)C(=O)NC(C)C)cc1 (centres undefined),-1.5,-0.5,0,0.0,-1.0,0,-7,1,0.1,nt,-2
COc1cccc(NC(=O)Cn2cc3c(n2)CCCCC3)c1,-0.9,-0.3,-6,-1.7,-0.1,-1,-7,0,0.2,-1.2,-1
COC(=O)c1ccccc1NC(=O)c1nc(S(=O)(=O)Cc2ccccc2)ncc1Cl,-0.7,1.7,-5,0.2,2.0,-32,6,-20,-1.6,2.8,1
COc1ccccc1N1CCN(c2ncnc3sc(C(=O)NCC4CCCO4)c(C)c23)CC1 (centres undefined),-1.3,-0.3,4,-4.2,-3.9,3,-5,1,-1.1,-0.7,0
COCCCNC(=O)Cn1cnc2c(OCc3ccccc3)ncnc21,-0.4,-0.9,-2,0.3,-0.3,-3,1,-8,0.1,1.7,2
CCc1cc(C(=O)N2CCN(c3ccccc3OC)CC2)sc1C,-1.4,1.1,-4,-1.7,-3.0,-4,-3,-1,-0.3,-1.4,-1
CCn1c(=O)cc(N2CCN(Cc3ccccc3)CC2)[nH]c1=O,-1.6,0.8,-20,-2.1,-0.5,-2,12,-4,0.3,-0.1,-3
CN(C)CCSc1nnc2[nH]c3ccccc3c2n1,1.1*,5.2,3,3.3,3.1,8,-3,-5,0.7,0.3,3
Cc1nn2c(-c3ccccc3)c(-c3ccccc3)nc2[nH]c1=O,-0.8,-0.5,-16,0.6,-1.1,1,-1,0,-0.6,-0.1,0
CC(=O)c1ccc(N2CCN(C(=O)C3CCN(S(=O)(=O)c4ccc(F)cc4)CC3)CC2)cc1,-1.6,0.5,-20,-2.0,-3.4,-3,-16,0,-0.8,-1.2,-4
Cc1ccccc1OCCC(=O)OCC(=O)NC1CCCC1,-0.6,1.0,-4,-0.3,1.0,1,-1,-1,1.0,0.2,-1
COCON1C(=O)CN(C(C)=O)C1c1ccc(Cl)cc1Cl (centres undefined),-1.2,-1.0,6,0.2,-0.9,1,7,3,-0.3,-0.2,2
CCc1nn2c(NCCCO)cc(C)nc2c1-c1ccc(F)cc1,-1.4,2.2,-11,1.5,0.5,-22,2,-26,-0.8,-0.9,0
CN(N=O)c1ccc(CC2CCc3ccccc32)cc1 (centres undefined),-1.2,2.8,3,9.3,0.2,0,15,-2,-1.1,3.8,1
O=C(CSc1nnc(-c2ccncc2)n1-c1ccccc1)Nc1cccc2ccccc12,-1.6,nt,2,-0.4,-0.4,-6,4,-11,0.4,nt,3
Cc1nn(C(C)C(=O)NC2CCCCC2)c(=O)c2nn(-c3ccccc3)c(C)c12 (centres undefined),-0.8,-0.8,5,0.2,-1.2,-2,9,-2,-0.2,-0.6,-2
CC(C)(C)c1csc(NC(=O)CSc2nc3ccccc3c(=O)[nH]2)n1,-1.7,-0.1,-1,-2.2,-1.5,-8,-1,-7,-0.4,0.2,-3

# Screening results as filed in PubChem.
